Compound activity deposited in PubChem by National Center for Advancing Translational Sciences (NCATS).
uPA generation: cell surface uPA generation inhibition; Potency, µM (top dose mostly 38.3 µM), for the others: at the highest dose activity change, negative = inhibition, usual class: inhibitors; hit rate 0.31% among 330,000; AID 540303; cell surface uPA generation assay, qHTS; active = well fitted inhibition curve with a large enough effect; inconclusive = small, poorly fitted or top-dose-only effect; inactive = no such curve, though single readings can be large or run the other way; tested in mouse RAW 264.7 cells; also: % is scaled to controls: 0 for no effect and ±100 for the full control effect; nearly all actives have a fitted effect of over 55% in size
RORgamma inh: inhibitors of mouse ROR gamma transcriptional activity; P51450; hit rate 5.4% among 310,000; Potency, µM (titrated, usually from 53.6 µM), for the others: at the highest dose activity change, negative = inhibition, usual class: inhibitors; Drosophila S2 Gal4-RORgamma UAS-luciferase reporter, 20 h; also: % is scaled to controls: 0 for no effect and ±100 for the full control effect; nearly all actives have a fitted effect of over 60% in size
Target sequence (P51450 whole entry, looked up, the tested form may be a part): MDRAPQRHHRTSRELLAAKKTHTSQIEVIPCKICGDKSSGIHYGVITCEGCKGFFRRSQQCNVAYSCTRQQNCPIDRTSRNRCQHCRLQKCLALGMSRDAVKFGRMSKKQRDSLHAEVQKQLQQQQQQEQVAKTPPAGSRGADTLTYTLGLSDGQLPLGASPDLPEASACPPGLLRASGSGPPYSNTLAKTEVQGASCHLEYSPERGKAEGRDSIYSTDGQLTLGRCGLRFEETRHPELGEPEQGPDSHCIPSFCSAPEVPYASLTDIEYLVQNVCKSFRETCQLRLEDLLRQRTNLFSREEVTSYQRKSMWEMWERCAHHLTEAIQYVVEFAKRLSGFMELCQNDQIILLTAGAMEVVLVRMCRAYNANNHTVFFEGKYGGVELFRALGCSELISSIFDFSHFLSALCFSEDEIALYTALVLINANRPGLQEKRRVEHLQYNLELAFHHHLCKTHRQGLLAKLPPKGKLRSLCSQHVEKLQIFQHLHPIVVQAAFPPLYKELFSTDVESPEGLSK
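Stably transfected Drosophila Schneider cells are the test system, with ROR gamma fused to Gal4 and luciferase under UAS control; luminescence is read after 20 hr of 700 uM copper sulfate induction at ambient temperature.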
p53 reactivation: re-activators of mutant p53; H1299 p53-A138V BP100-luciferase reporter, luminescence, 24 h; Potency, µM (doses to about 92.2 µM), inactives show at the highest dose activity change, positive = activation, most hits filed as activators; hit rate 0.063% among 320,000; also: % of control where 0% means no effect; nearly all actives have a fitted effect of over 45% in size
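p53-null H1299 cells stably carrying temperature-sensitive p53-A138V and a BP100-luciferase reporter were pinned with compounds (4-point, 1:5 series) and held 24 hrs at 37 deg C. Luminescence was read 10 min after detection reagent.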
MBNL1 CUG block: blocks human MBNL1 binding to CUG repeat RNA | TR-FRET MBNL1-His/biotin-(CUG)12 binding, 665/545 ratio | Potency, µM (top dose mostly 57.5 µM), for the others: at the highest dose activity change, negative = inhibition, actives largely listed as inhibitors | hit rate 0.036% among 280,000 | Q9NR56 | AID 2675; active = well fitted inhibition curve with a large enough effect in the signal ratio, with a control signal flat, not every such curve was filed as active; inconclusive = small, poorly fitted or top-dose-only effect, or effect the other way, or a change in a side signal; inactive = no such curve, though single readings can be large or run the other way; the % refers to the signal ratio; also: % is scaled to controls: 0 for no effect and ±100 for the full control effect
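TR-FRET readout: Ex 340 nm, 665/545 nm emission ratio, normalized to buffer-only (basal) and MBNL1-(CUG)12 controls. Complex of MBNL1-His with Biotin-(CUG)12, compounds 92 nM–58 uM, incubated 60 min at room temperature.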
ELG1 genotoxic: inducers of genotoxicity in HEK293T ELG1-luciferase cells; HEK293T ELG1-luciferase reporter, luminescence, 16 h; hit rate 1.3% among 330,000; Potency, µM (top dose mostly 46 µM), inactives show at the top dose activity change, positive = activation, most hits filed as activators; also: % of control where 0% means no effect; nearly all actives have a fitted effect of over 60% in size
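Genotoxicity was scored as increased ELG1-luciferase reporter signal, measured by ONE-Glo luminescence (30 min, room temperature). Compound or vehicle exposure of the HEK293T reporter cells lasted 16 hr at 37°C.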
FLuc modulator: counter-screen for miR-21 project: firefly luciferase inhibitors or activators | P08659 | purified FLuc, Km substrates, luminescence inhibition | Potency, µM (doses to about 57.5 µM), inactives show at the highest dose activity change, negative = inhibition, most hits filed as inhibitors | hit rate 6.9% among 360,000;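 also: plate controls were vehicle for no effect and reference inhibitor for full effect; nearly all actives have a fitted effect of over 55% in size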
Target sequence (P08659 whole entry, looked up): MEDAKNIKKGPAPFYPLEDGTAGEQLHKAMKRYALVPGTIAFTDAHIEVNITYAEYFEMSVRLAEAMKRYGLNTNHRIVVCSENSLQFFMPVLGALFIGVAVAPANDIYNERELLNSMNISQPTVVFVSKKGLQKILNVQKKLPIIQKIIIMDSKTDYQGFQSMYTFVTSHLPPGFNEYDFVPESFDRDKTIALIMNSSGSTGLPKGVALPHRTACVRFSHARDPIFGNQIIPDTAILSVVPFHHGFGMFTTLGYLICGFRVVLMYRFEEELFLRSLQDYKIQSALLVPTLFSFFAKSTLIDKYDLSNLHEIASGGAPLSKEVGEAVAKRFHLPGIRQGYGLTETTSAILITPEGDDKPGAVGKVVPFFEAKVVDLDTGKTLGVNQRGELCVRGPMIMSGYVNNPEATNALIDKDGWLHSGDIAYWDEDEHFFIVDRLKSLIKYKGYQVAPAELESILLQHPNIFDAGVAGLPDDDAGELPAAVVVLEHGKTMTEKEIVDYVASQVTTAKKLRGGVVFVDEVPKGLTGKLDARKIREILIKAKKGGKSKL
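Purified P. pyralis luciferase, 10 nM final, with Km-level 10 uM D-luciferin and 10 uM ATP in 50 mM Tris acetate pH 7.5, 10 mM Mg acetate, 0.01% Tween-20, 0.05% BSA; 6-point qHTS titration about 60 µM downward; luminescence read.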
NPC1 prom act: activators of NPC1 promoter; Huh7 NPC1 promoter luciferase reporter, 24 h; Potency, µM (highest dose often 9.22 µM), for inactives: at the top dose activation, most hits filed as activators; hit rate 2.4% among 320,000; AID 485313;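 also: % of control where 0% means no effect; nearly all actives have a fitted effect of over 60% in size; reporter is driven by a mutant NPC1 promoter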
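Quantitative HTS used a cell-based reporter: Huh7 cells stably bearing the NPC1 promoter upstream of luciferase were treated with compounds for 24 h, and promoter activation was read as luminescence.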
Rab9 prom act: Rab9 promoter activation; Huh7 Rab9 promoter-luciferase reporter, luminescence, 24 h; hit rate 2.8% among 320,000; Potency, µM (top dose mostly 9.22 µM), for inactives: top-dose activation, negative = inhibition, hits mostly activators; also: % of control where 0% means no effect; nearly all actives have a fitted effect of over 60% in size
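Huh7 cells stably carrying Rab9 promoter–luciferase reporter, plated 1500 cells/well, compound added after 2 h and incubated 24 h at 37 °C; luciferase luminescence then read after 10 min with detection reagent.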
Gal4-VP16 FLuc: Gal4-VP16 reporter inhibition counter-screen; AID 2546; Drosophila S2 Gal4-VP16 UAS-luciferase, luminescence, 20 h; Potency, µM (highest dose often 53.6 µM), inactives show at the top dose activity, negative = inhibition, usual class: inhibitors; hit rate 3.5% among 310,000;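 also: Gal4-VP16 expression switched on by copper sulfate through the metallothionein promoter; % is scaled to controls: 0 for no effect and ±100 for the full control effect; nearly all actives have a fitted effect of over 50% in size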
BRCA1 expr act: BRCA1 expression activation | MCF7-BRCA1-FFLuc reporter, luminescence, 48 h; response scale: scaled: vehicle 0%, 10 µM genistein 100% | Potency, µM (doses to about 46.1 µM), for inactives: at the top dose activation, actives largely listed as activators | hit rate 1.1% among 380,000; also: nearly all actives have a fitted effect of over 80% in size; some results filed as inactive show a strong effect at the top dose
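Reporter cells (MCF7, BRCA1 promoter-firefly luciferase) received library compounds across a concentration series for 48 h. End-point luminescence was measured and concentration-effect curves derived after normalization.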
* hit, by the source's call; ? = inconclusive; nt = no result given; [ ] = another dose, or the depositor's remark. Unless noted, calls follow the shape of the dose curve; as a rule, active = well fitted curve in the direction sought with a large enough effect; inconclusive = small, poorly fitted or top-dose-only effect, or another doubt; inactive = no such curve, though single readings can be large; an effect the other way counts as inactive or inconclusive. Potency is read from the fitted curve at half-maximal effect.

Under each structure: RORgamma inh	MBNL1 CUG block	FLuc modulator	BRCA1 expr act	p53 reactivation	uPA generation	NPC1 prom act	Rab9 prom act	Gal4-VP16 FLuc	ELG1 genotoxic
> O=C(COC(=O)c1ccccc1)Nc1cccc(S(=O)(=O)N2CCCCC2)c1
    nt	nt	2%	-19%	-2%	4%	-3%	1%	nt	3%
> Cc1ccccc1-n1nnnc1SCC(=O)NC1CC1
    nt	nt	nt	-11%	2%	4%	nt	nt	nt	8%
> O=C(c1ccc(F)cc1)C1CCN(Cc2ccc(F)cc2)CC1
    31%	5%	5%	-3%	2%	3%	-1%	-2%	-15%	-7%
> COc1ccc(-c2csc(NC(=O)c3cccc(N4C(=O)CCC4=O)c3)n2)cc1OC
    nt	nt	15µM*	-3%	0%	4%	-2%	-5%	nt	0%
> CC(=O)Nc1cc2c(cc1Br)OCCO2
    -1%	1%	-1%	-5%	10%	-2%	-2%	-6%	-4%	-3%
> CC(C)(O)[C@H](O)Cc1cc2ccc(=O)oc2cc1O[C@@H]1O[C@H](CO)[C@@H](O)[C@H](O)[C@H]1O
    nt	nt	nt	-1%	0%	-11%	nt	nt	nt	2%
> O=C(COC(=O)COc1ccccc1[N+](=O)[O-])Nc1ccc2c(c1)OCO2
    nt	nt	nt	-15%	9%	-2%	nt	nt	nt	4%
> O=C(Nc1nc2ccccc2s1)C1CC(=O)N(c2ccc(Br)cc2)C1 (stereo not drawn)
    11%	-4%	-15%	10%	-11%	0%	7%	11%	?	-8%
> COc1ccccc1C(=O)NCC(=O)N1CCN(S(=O)(=O)c2ccc3c(c2)OCCO3)CC1
    nt	nt	-3%	-2%	-3%	3%	-10%	0%	nt	3%
> O=S1(=O)N=C(N2CCc3ccccc3C2)c2ccccc21
    -6%[10 µM]	-2%	4%	2%	-4%	-4%	12%	?	2%	-3%
> NC1=NC(=O)/C(=C/c2cn(CCC(=O)O)nc2-c2ccc(Cl)cc2)S1
    35%	?	-3%	9%	5%	-1%	0%	2%	-1%	1%
> COc1ccc(-c2cc(=O)oc3c(C)c(OC(=O)c4cccs4)ccc23)cc1
    -4%	nt	-1%	9%	0%	?	-3%	-6%	3%	-13%
> CCN(C(=O)COc1ncnc2ccc(Br)cc12)C1CCS(=O)(=O)C1 (stereo not drawn)
    12%	5%	0%	0%	-2%	5%	-3%	0%	-1%	-4%
> CCCc1nc2ccccc2c(C(=O)OC2CCOC2=O)c1CC (stereo not drawn)
    24%	3%	0%	14%	-5%	-1%	-2%	3%	-3%	-1%
> COc1cc(OC)c(OC)cc1/C=C1/Cc2ccccc2C1=O
    -1%	10%	5%	-56%	-2%	-5%	-9%	-4%[1.84 µM]	-13%	3%
> CC1CCN(C(=O)c2ccc(N3C(=O)c4ccccc4C3=O)cc2)CC1
    10%	?	-6%	-6%	?	5%	0%	0%	2%	-3%
> Cc1cc(C)nc(N2CCC(C(=O)Nc3ccc4c(c3)OCO4)CC2)n1
    8%	8%	2%	7%	8%	7%	0%	2%	-1%	-9%
> COc1cc(/C=C/C(=O)O)cc(S(=O)(=O)NNC(=O)c2ccc3c(c2)OCO3)c1OC
    nt	nt	nt	-5%	5%	3%	nt	nt	nt	1%
> CN(CC(=O)NCc1ccc(F)cc1)S(=O)(=O)c1ccc2c(c1)c(=O)n(C)c(=O)n2C
    0%	-14%	1%	22%	-2%	-9%	-4%	0%	4%	-7%
> Cc1ccc(C(=O)O)cc1N1CCCC1=O
    -1%	-9%	-1%	0%	2%	-3%	-4%	-3%	-4%	0%
> O=C(C1CCOCC1)N1CCCC(N2CCN(c3cccc(C(F)(F)F)c3)CC2)C1 (stereo not drawn)
    17%	-2%	-2%	-8%	-3%	-1%	-2%	0%	2%	0%
> COc1ccc(CCNC(=O)C2CCC(=O)N2CCc2ccccc2)cc1OC (stereo not drawn)
    -5%	-5%	5%	13%	-1%	1%	0%	2%	8%	-1%
> Cc1c(Cl)cccc1NC(=O)Cn1nc(C)n2cccc2c1=O
    2%	3%	1%	-10%	-2%	-14%	-12%	-2%	-1%	0%[9.26 µM]
> CC(OC(=O)c1cc(=O)[nH]c2ccccc12)C(=O)NC1CCCC1 (stereo not drawn)
    nt	nt	7%	-1%	2%	19%	-2%	2%	nt	5%
> NS(=O)(=O)c1cccc(NC(=O)c2ccccc2NS(=O)(=O)c2ccc(F)cc2)c1
    -3%	-3%	-2%	-4%	1%	7%	-1%	3%	12%	-2%
> Cc1nc2ccccc2n2c(O)c(CC(=O)O)cc12
    38%	33%[activator]	5%	1%	1%	-7%	-2%	-3%	-4%[0.365 µM]	-9%
> COc1ccc(OC)c(-c2csc(NC(=O)Cc3ccc(OC)c(OC)c3)n2)c1
    ?	-2%	-1%	-43%	0%	3%	-2%	-1%	?	-13%
> COCCNC(=O)CSc1nc2cc(OC)c(OC)cc2c(=O)n1Cc1ccc(OC)cc1
    9%	-5%	4%	-5%	1%	-1%	-2%	-8%	4%	9%
> Cc1cc([N+](=O)[O-])ccc1NC(=O)CCC(=O)N1CCCCCC1
    -17%	?	2%	8%	-12%	4%	1%	2%	8%	1%
> CC(C)C(O)(C#CCN1CCCCC1)c1ccccc1 (stereo not drawn)
    24%	11%	3%[2.3 µM]	10%	-2%	0%	0%	-2%	3%	-6%
> Cc1cc(C)c[n+](CC(=O)c2ccc(-c3ccccc3)cc2)c1
    18%	6%	-3%	-46%	-9%	-7%	5%	-7%	-4%	-12%
> O=C(O/N=C1\C(=O)N(c2ccccc2)c2ccccc21)C1CC1
    18%	14%	-20%	-4%	-5%	3%	-6%	8%	7%	-3%
> CC(C)(C)OC(=O)N1CCN(C(=O)c2nc[nH]c2C(=O)N2CCN(C(=O)OC(C)(C)C)CC2)CC1
    nt	nt	3%	-3%	3%	6%	-3%	-10%	nt	3%
> O=C1CC(C(F)(F)C(F)(F)C(F)(F)C(F)(F)F)=Nc2ccccc2N1
    -40%	0%	1%	1%	-10%	8%	-5%	-2%	14%	3%
> CCOc1cc(/C=N/n2cnnc2)ccc1OS(=O)(=O)c1ccccc1
    35%	2%	-2%	-18%	-3%	6%	-1%	-3%	-4%[10 µM]	-1%
> CCOCCCNC(=O)C1CCN(Cc2ccc(OCc3ccccc3)c(OC)c2)CC1
    1%	-1%	?	95%	nt	?	?	11%	23%	14%
> O=C1CC(N2CCN(c3ccccn3)CC2)C(=O)N1c1ccc(Cl)cc1 (stereo not drawn)
    33%	2%	-1%	5%	3%	-2%	-7%	-7%	-5%	3%
> O=C(CN1C(=O)NC2(CCOc3ccccc32)C1=O)NCC(F)(F)F (stereo not drawn)
    -23%	-7%	2%	-9%	0%	5%	-5%	0%	9%	1%
> O=C(N/N=C/c1ccc2c(c1)OCO2)C(=O)Nc1ccc2ccccc2c1
    4%	19%	1%	nt	17%	nt	-5%	-9%	3%[10 µM]	6%
> CCn1cc(S(=O)(=O)N2CCN(Cc3ccc(F)cc3)CC2)cn1
    1%	7%	0%	13%	10%	1%	0%	1%	-4%	1%
> Clc1ccc(/C=C/c2ncc[nH]2)c(Cl)c1
    57%	?	2.4µM*	?	9%	?	2.8µM*	2.8µM*	0%	?
> COCCn1nnnc1C(CC(C)C)N1CCN(c2cccc(OC)c2)CC1 (stereo not drawn)
    5%	4%	-1%	-27%	-2%	2%	-1%	1%	-8%	2%
> COC(=O)c1cn(NC(=O)c2cc([N+](=O)[O-])ccc2F)c(=O)c2ccccc12
    -41%	7%	-3%	-92%	-6%	?	-35%[inhibitor]	-29%	4%	-9%
> CCOCCCNC(=O)C1CC(=O)N(CCc2ccc(C)cc2)C1 (stereo not drawn)
    -25%	-6%	-4%	0%	-1%	4%	0%	3%	6%	0%
> COc1ccc(NS(=O)(=O)c2csc(C(=O)Nc3ccccc3)c2)cc1
    13µM*	-8%	-2%	0%	-1%	-2%	-6%	-7%	20µM*	-5%
> CC(=O)N1CCCN(C(=O)c2ccc3nc(Cc4ccccc4F)oc3c2)CC1
    8%	0%	-5%	19%	19%	-2%	-3%	-1%	-2%	7%
> CCN(CC)CCNC(=O)c1[nH]c2ccc(OCc3ccccc3)cc2c1C
    13µM*	-1%	-2%	-63%	10%	15%	-2%	-11%	-17%	0%
> Cn1c(NC(=O)C2CC2)cc(=O)n(C)c1=O
    -6%	-11%	-5%	4%	1%	?	2%	-3%	12%	0%
> CCC(=O)N1c2ccc(S(=O)(=O)N3CCCCC3)cc2CC1C (stereo not drawn)
    -29%	-6%	-3%	2%	-11%	-4%	-2%	5%	?	12%
> COC(=O)c1c(C)[nH]c(C(=O)COC(=O)c2c(C)noc2C)c1C
    nt	nt	-20%	43%	7%	-29%	2%	-3%	nt	9%
> O=C1CC(N2CCN(c3ccc(Cl)c(Cl)c3)CC2)C(=O)N1 (stereo not drawn)
    5%	-14%	7%	0%	-13%	-2%	-1%	-4%	-25%	-5%
> Cc1ccc2c(CC(=O)N3CCN(S(=O)(=O)c4cccs4)CC3)coc2c1
    31%	-2%	-1%	-47%	-4%	-4%	-2%	0%	-1%	-5%
> CCN(CC)CCN(Cc1cc2cc(C)c(C)cc2[nH]c1=O)C(=S)NCc1ccco1
    -19%	-3%	24µM*	-1%	5%	-5%	0%	-4%	0%	0%
> Nc1nnc(CC(=O)NCc2ccccc2)s1
    -6%	3%	6%	2%	?	4%	-4%	3%	5%	1%
